GSK3beta inhib = human GSK3beta kinase inhibition. activity score (negative = inhibition), % at 10 µM. P49841. 0.038% of 300,000 active. AID 2097. GST-GSK3beta kinase, ADP-Glo luminescence, 60 min; stronger effect = lower value;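 active means more than half of replicate wells score below -50%, meaning over 50% inhibition versus plate controls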;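 further: 0% = median DMSO wells and -100% = median GW8510 positive control wells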
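Test system – GST-tagged human GSK3beta kinase, cell-free · Incubation – 60 min enzyme reaction, room temperature · Signal – ADP-Glo luminescence · Also added – peptide substrate and ATP at 25 µM · Controls – DMSO neutral wells and GW8510 at 20 µM as positive · Buffer or medium – Tris/MgCl2 kinase buffer · Measure – Luminescence-derived activity versus plate DMSO and GW8510 wells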
RGS4 block = inhibitors of human RGS4 | P49798 | HEK293 M3R/RGS4 inducible, Fluo-4 calcium flux; stronger effect = higher value; triggered by carbachol at its EC20 | B-score at 10 µM | 0.45% of 310,000 active;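 active means B-score, a plate-corrected calcium signal, over three deviations above library mean, with baseline fluorescence within five deviations of library mean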;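 further: RGS4 expression induced by doxycycline in cells with stable M3 receptor; B-score is computed from the integrated fluorescence ratio over baseline after carbachol; higher B-score means a larger calcium signal and so more RGS4 inhibition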
Target sequence (P49798 whole entry, looked up): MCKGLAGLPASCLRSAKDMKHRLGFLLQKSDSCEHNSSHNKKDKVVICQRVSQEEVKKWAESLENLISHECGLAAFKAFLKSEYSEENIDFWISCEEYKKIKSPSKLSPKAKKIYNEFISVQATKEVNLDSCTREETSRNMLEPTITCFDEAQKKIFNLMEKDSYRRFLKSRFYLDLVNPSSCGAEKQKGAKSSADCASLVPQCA
GSK3 alpha inh = blocks human GSK-3 alpha kinase | P49840 | ADP-Glo luminescence, 60 min | inhibition, % at 10 µM | 0.1% of 320,000 active;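 in the data active means inhibition above about 50%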;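 further: GST-tagged GSK-3 alpha with peptide substrate and 25 µM ATP; 0% = DMSO neutral wells and 100% = GW8510 positive control wells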
RGS4 act = potentiators or activators of RGS4. 0.92% of 310,000 active. HEK293 M3R/inducible RGS4, carbachol calcium flux Fluo4; stronger effect = lower value. B-score at 10 µM. AID 463111;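 active means B-score of the integrated calcium signal more than 4 SD below the library mean, with starting fluorescence not abnormally high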;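 further: negative B-score means reduced calcium response which marks RGS4 activation or potentiation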
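Test system: HEK293 cells with stable M3R and inducible RGS4; also added: carbachol at ECmax as muscarinic agonist stimulus; schedule: dye loading 30 min 37 °C, buffer rest 30 min RT; technique: kinetic calcium fluorescence imaging with Fluo4-AM dye, 2 µM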
hERG rescue = hERG (human) protection from proarrhythmic block. activation (rescue from dofetilide block), less the hit threshold, % at 10 µM. 0.51% of 310,000 active. CHO-hERG, FluxOR thallium flux, dofetilide IC70 present;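 active means activation above the mean of controls blocked by dofetilide plus 5 SD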;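 further: thallium influx through hERG after potassium depolarization seen as dye fluorescence rise; in these data hits start at about 4.7%; inactives centre near -7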
KCNQ1 act = potentiators or activators of human KCNQ1 potassium channel. P51787. CHO-K1 KCNQ1, thallium flux FluxOR fluorescence; stronger effect = higher value. B-score at 10 µM. 0.35% of 310,000 active. AID 2648;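 active means fluorescence ratio B-score, a plate-corrected score, at least three library SD, with initial intensity B-score within 5 SD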
Target sequence (P51787 whole entry, looked up): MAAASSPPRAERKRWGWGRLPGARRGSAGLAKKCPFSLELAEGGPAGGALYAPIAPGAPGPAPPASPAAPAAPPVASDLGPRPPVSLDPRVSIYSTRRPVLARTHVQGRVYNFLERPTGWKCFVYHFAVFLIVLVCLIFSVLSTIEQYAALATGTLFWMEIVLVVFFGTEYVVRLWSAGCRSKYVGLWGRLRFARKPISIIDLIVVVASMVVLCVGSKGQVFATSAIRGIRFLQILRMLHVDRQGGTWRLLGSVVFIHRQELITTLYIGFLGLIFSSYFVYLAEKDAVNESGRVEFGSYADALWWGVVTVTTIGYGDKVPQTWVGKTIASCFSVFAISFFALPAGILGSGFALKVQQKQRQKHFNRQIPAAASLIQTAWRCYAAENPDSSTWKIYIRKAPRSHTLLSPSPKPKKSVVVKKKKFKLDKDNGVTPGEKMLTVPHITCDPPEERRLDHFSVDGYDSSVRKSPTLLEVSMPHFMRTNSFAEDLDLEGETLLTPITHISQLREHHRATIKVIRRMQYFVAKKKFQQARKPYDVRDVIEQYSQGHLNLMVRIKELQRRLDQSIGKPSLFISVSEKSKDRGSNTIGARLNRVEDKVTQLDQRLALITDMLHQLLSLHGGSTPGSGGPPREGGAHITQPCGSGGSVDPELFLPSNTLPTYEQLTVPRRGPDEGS
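Material: CHO-K1 cells stably expressing KCNQ1. Medium: assay buffer for compound exposure, DMSO matched across wells. Reagent: K+/Tl+ depolarizing stimulus. Compound dosing: single-concentration screen. Times: 37 °C overnight plating, 90-min dark dye load, 20-min compound pretreatment. Technique: FluxOR Tl+ flux fluorescence.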
KCNK9 inh = inhibitors of human KCNK9 two-pore domain potassium channel | Q9NPC2 | HEK293 KCNK9, FluxOR thallium flux fluorescence; stronger effect = lower value | B-score at 10 µM | 1.2% of 310,000 active;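 active means ratio B-score over 3 SD below the library mean, with starting fluorescence within 5 SD of its mean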;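 further: negative B-score means less thallium flux so channel inhibition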
KCNQ1 block = blocks the human KCNQ1 potassium channel | P51787 | CHO-K1 KCNQ1, FluxOR thallium flux fluorescence; stronger effect = higher value | B-score at 10 µM | 1.3% of 310,000 active;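 active means compounds whose thallium flux B-score, printed positive for inhibition, exceeds three library SD while starting fluorescence stays within three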;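 further: channel opened by potassium depolarization with thallium stimulus after 20 min compound exposure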
DYRK1A inh = Dyrk1A (rat) kinase inhibition; 0.43% of 310,000 active; inhibition, % at 12.5 µM; AID 504441; ADP-Glo luminescence, NFATc1 peptide; Q63470; in the data active means inhibition above about 50%;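 further: plate controls were vehicle with enzyme for no effect and no enzyme for full effect; many of its hits are not listed in these tables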
KCNK3 inh = human KCNK3 channel inhibition, primary screen | CHO-KCNK3 thallium flux, FluxOR fluorescence; stronger effect = lower value | B-score at 10 µM | 0.84% of 340,000 active | AID 602410;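 active means B-score under library mean minus 4 SD, starting fluorescence ratio at most library mean plus 5 SD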;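 further: more negative B-score means stronger inhibition of thallium flux through KCNK3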
PolyA inhibitor = blocks polyadenylation in yeast reporter cells; AID 1875; S. cerevisiae SKY197-pL101 polyadenylation reporter, beta-gal luminescence; efflux-impaired pdr1/pdr3 knockout yeast; score 100 = 6 SD above DMSO; 0.02% of 300,000 active; calls only at 12 µM;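 active means lowest replicate activity score at least 50, where 100 means six control SD above control mean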;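 further: yeast exposed to compound for 9 h at 30 °C; higher score means more reporter readthrough which indicates perturbed polyadenylation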
* = called active by the depositor; i = inactive; nt = no result given; & = joins results of further samples. Only part of the results is shown (hit frequency here may not be typical).

1	COc1cc(C(=O)NCCCCCC(=O)O)cc(OC)c1OC
2	Cc1ccsc1/C=C/C1=NCCCN1C
3	C[C@]12CC[C@H]3C(=CCc4cc(O)ccc43)[C@@H]1CCC2=O
4	CCOC(=O)Nc1ccc2c(c1)N(C(=O)CCN1CCOCC1)c1ccccc1S2
5	CC1(C)Oc2ccc(C#N)cc2[C@@H](N2CCCC2=O)[C@@H]1O
6	C#C[C@]1(O)CC[C@H]2[C@@H]3CCC4=CC(=O)CC[C@@H]4[C@H]3CC[C@@]21CC
assay / compound,1,2,3,4,5,6
GSK3beta inhib,3,1,-1,-1&2,2,-1
RGS4 block,i,i,i,i,i,i
GSK3 alpha inh,-3,-1,3,-6,1,-3&3
RGS4 act,i,i,i,i,i,i
hERG rescue,-7,-10,-15,-9&-6,-3,-9
KCNQ1 act,i,i,i,i,i,i
KCNK9 inh,i,i,i,i,i,i
KCNQ1 block,i,i,i,i,i,i
DYRK1A inh,-3,7&-1&4,8,9&3,4,-8&5
KCNK3 inh,i,i,i,i,i,i
PolyA inhibitor,i,i,i,i,i,i

7	COc1cc2c(c(OC)c1OC)-c1c(cc(OC)c(OC)c1OC)C[C@H](C)[C@H](C)C2
8	O=C(c1ccccc1)c1ccc2n1CCC2C(=O)O (stereo not drawn)
9	C[C@H]1c2cccc(O)c2C(O)=C2C(=O)[C@]3(O)C(O)=C(C(N)=O)C(=O)[C@@H](N(C)C)[C@@H]3[C@@H](O)[C@@H]21
10	Nc1ncnc(Nc2ccccc2)n1
11	O=C1CCc2cc(OCCCCc3nnnn3C3CCCCC3)ccc2N1
12	CC(C)(C(=O)c1cccnc1)c1cccnc1
assay / compound,7,8,9,10,11,12
GSK3beta inhib,1,1,-7,-4,0,-7
RGS4 block,i,i,i,i,i,i
GSK3 alpha inh,3,0,0,1,2,-1
RGS4 act,i,i,i,i,i,i
hERG rescue,-9,-5,-5,-6,-6,-6
KCNQ1 act,i,i,i,i,i,i
KCNK9 inh,i,i,i,i,i,i
KCNQ1 block,i,i,i,i,i,i
DYRK1A inh,-2,10,6,11,11,-11
KCNK3 inh,i,i,i,i,i,i
PolyA inhibitor,i,i,i,i,i,i

13	CCCc1cc(C(N)=S)ccn1
14	CCN(CC)S(=O)(=O)c1ccc(C(=O)O)cc1
15	CCN(CC)CCOC(=O)C(c1ccccc1)c1ccccc1
16	COc1c(O)cc2c(c1O)[C@@H]1O[C@H](CO)[C@@H](O)[C@H](O)[C@H]1OC2=O
17	C/C=C(/C)C(=O)O[C@@H]1c2cc3c(c4c2[C@@]2(CO4)C(=O)C(OC)=C(OC)C=C2C[C@@H](C)[C@H]1C)OCO3
18	COc1ccc(Sc2ccc(NC(=O)c3ccccc3Cl)cc2C#N)cc1
assay / compound,13,14,15,16,17,18
GSK3beta inhib,1,4,4,9,-2,1
RGS4 block,i,i,i,i,i,i
GSK3 alpha inh,3,-1,1,6,2,1
RGS4 act,i,i,i,i,i,i
hERG rescue,-4,-11,-3,-2,1,-7
KCNQ1 act,i,i,i,i,i,i
KCNK9 inh,i,i,i,i,i,i
KCNQ1 block,i,i,i,i,i,i
DYRK1A inh,-4,nt,5,-3,3,3
KCNK3 inh,i,i,i,i,i,-12*
PolyA inhibitor,i,i,i,i,i,nt

Entries of single compounds from above. Values in the order: GSK3beta inhib, RGS4 block, GSK3 alpha inh, RGS4 act, hERG rescue, KCNQ1 act, KCNK9 inh, KCNQ1 block, DYRK1A inh, KCNK3 inh, PolyA inhibitor
COc1cc2c(c(OC)c1OC)-c1c(cc(OC)c(OC)c1OC)C[C@H](C)[C@H](C)C2 in the list: 1, i, 3, i, -9, i, i, i, -2, i, i
CC1(C)Oc2ccc(C#N)cc2[C@@H](N2CCCC2=O)[C@@H]1O in the list: 2, i, 1, i, -3, i, i, i, 4, i, i
C[C@H]1c2cccc(O)c2C(O)=C2C(=O)[C@]3(O)C(O)=C(C(N)=O)C(=O)[C@@H](N(C)C)[C@@H]3[C@@H](O)[C@@H]21 in the list: -7, i, 0, i, -5, i, i, i, 6, i, i
Nc1ncnc(Nc2ccccc2)n1 in the list: -4, i, 1, i, -6, i, i, i, 11, i, i
COc1c(O)cc2c(c1O)[C@@H]1O[C@H](CO)[C@@H](O)[C@H](O)[C@H]1OC2=O in the list: 9, i, 6, i, -2, i, i, i, -3, i, i

(continued)
19	COc1ccc(S(=O)(=O)Nc2nnc(CC(C)C)s2)cc1
20	CCC12CCCN3CCc4c(n(c5ccccc45)C(O)(C(=O)OC)C1)C32 (stereo not drawn)
21	CN(C)CCOC(=O)C(c1ccccc1)C1(O)CCCC1 (stereo not drawn)
22	CCCN(CCC)C(=O)C(CCC(=O)O)NC(=O)c1ccccc1 (stereo not drawn)
23	CC(=O)O[C@@]12CO[C@@H]1C[C@H](O)[C@@]1(C)C(=O)[C@H](O)C3=C(C)[C@@H](OC(=O)[C@H](O)[C@@H](NC(=O)OC(C)(C)C)c4ccccc4)C[C@](O)([C@@H](OC(=O)c4ccccc4)[C@H]21)C3(C)C
24	COc1cc(NC(=O)c2cc(C3CC3)on2)c(OC)cc1Cl
assay / compound,19,20,21,22,23,24
GSK3beta inhib,4,0,4,-2,2,-4
RGS4 block,i,i,i,i,i,i
GSK3 alpha inh,-8,-2,-3,-4&-1,1,-2
RGS4 act,i,i,i,i,i,i
hERG rescue,-12,-2,-8,-3,-9,-13
KCNQ1 act,i,i,i,i,i,i
KCNK9 inh,i,i,i,i,i,i
KCNQ1 block,i,i,i,i,i,i
DYRK1A inh,-4,4,3,-2,nt,7
KCNK3 inh,i,i,i,i,nt,i
PolyA inhibitor,i,i,i,i,i,i

25	O=C(NCCN1CCOCC1)c1ccc(Cl)cc1
26	O=C(O)CCCCCCCC(=O)O
27	CCOc1ccc(NC(=S)N2CCC(C(O)(c3ccccc3)c3ccccc3)CC2)cc1
28	CN1CCN(c2c(F)cc3c(=O)c(C(=O)O)cn4c3c2SCC4)CC1
29	CN1CCC(=C2c3ccccc3CC(=O)c3sccc32)CC1
30	C[C@@H]1C[C@H]2[C@@H]3C[C@H](F)C4=CC(=O)C(Cl)=C[C@]4(C)[C@@]3(F)[C@@H](O)C[C@]2(C)[C@@]1(O)C(=O)CO
31	CC(=O)N(CC(O)CO)c1c(I)c(C(=O)NCC(O)CO)c(I)c(C(=O)NCC(O)CO)c1I (stereo not drawn)
32	CCCCOC(=O)c1ccc(N)cc1
assay / compound,25,26,27,28,29,30,31,32
GSK3beta inhib,2,-2,-4,-1&2,-7,-2,1,1
RGS4 block,i,i,i,i,i,i,i,i
GSK3 alpha inh,2,-3,-3,0&-3,0&-2,2,8,-4
RGS4 act,i,i,i,i,i,i,i,i
hERG rescue,-3,-6,-5,-7&-5,-6,-6,-5,-5
KCNQ1 act,i,i,i,i,i,i,i,i
KCNK9 inh,i,i,i,i,i,i,i,i
KCNQ1 block,i,i,i,i,i,i,i,i
DYRK1A inh,-1,10,-1,nt,-9&5&4,nt,4,3
KCNK3 inh,i,i,i,i,i,nt,i,i
PolyA inhibitor,i,i,i,i,i,i,i,i

Screens (PubChem)
